Arr AP2 block = blocks beta-arrestin peptide binding to AP2 adaptin; FITC-arrestin peptide / GST-AP2 beads, flow cytometry; AP2 beta2 appendage carries R879A mutation; inhibition, % at 10 µM; actives 0.31% (n = 340,000); AID 504490;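 active = inhibition above a set limit, near 3 SD of compounds lacking own fluorescence, cut at about 54% in these data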;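 also: plate controls were DMSO wells for no effect and 5 µM unlabelled arrestin peptide for full effect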
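Assay system: GST-AP2 R879A bound to glutathione beads, E. coli-expressed; Medium: PBS with 0.05% Tween 20 and 0.1% BSA; Also added: fluorescein-tagged arrestin peptide at 50 nM final; Timing: 12 min plus 1 h, RT; Measured by: flow cytometry, FL1 (488/535 nm); Evaluation: percent drop in bead-associated FITC signal.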
PfHsp90 set2 = growth inhibition of yeast expressing Plasmodium Hsp90; AID 504621; actives 0.32% (n = 310,000); S. cerevisiae expressing PfHsp90, BacTiter-Glo ATP, 48 h; yeast lacking PDR1 and PDR3 efflux regulators; inhibition, % at 9.4 µM;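 active = every replicate shows inhibition above about 80%, whatever the replicate mean, limit read from the data; inconclusive = mean inhibition reaches the set limit but some replicate falls short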;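 also: 0% = DMSO neutral controls and 100% = 20 µM radicicol positive controls; yeast relying on Plasmodium falciparum Hsp90 in place of its own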
MOR-DOR ag = OPRM1-OPRD1 heterodimerization agonism. P35372+P41143. cells, luminescence. activation, % at 9.3 µM. actives 0.3% (n = 340,000). AID 504326; in the data active = activation above about 18%;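 also: 0% = vehicle-treated cells and 100% = reference agonist; values of inactives mirror those of a sister screen read the other way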
SUMO Mot1 rescue = blocks SUMOylation pathway, rescuing yeast Mot1-301 growth; S. cerevisiae Mot1-301 growth rescue, ATP luminescence, 38.5C; percent above DMSO median, 100 means doubled; growth rescue, % at 18.8 µM; actives 1% (n = 320,000); AID 2716;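 active = every valid replicate shows activation above 250% relative to neutral control wells; inactive = the rest, any valid replicate at or below 250%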;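 also: OY570 slx delta 5 strain wells were the positive control but not used for scaling; some compounds called inactive have numbers as strong as hits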
Tat export inh = blocks Tat-dependent protein export in E. coli. E. coli MC4100 TorA-mCherry Tat export, fluorescence. inhibition, % at 10 µM. actives 0.036% (n = 340,000). AID 488895;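 active = mean replicate inhibition at least 50% and at least half of replicates individually reaching 50%; inconclusive = only one of the two criteria met; inactive = neither criterion met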;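 also: exported cargo escapes ClpAP degradation while cytoplasmic cargo is degraded and loses fluorescence; 0% = median of neutral control wells and 100% = median of NaSCN control wells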
PKA-R1A activ = activates the PKA-R1A holoenzyme complex | PKA-R1A dissociation, Cy5-IP20 fluorescence polarization; scaled: DMSO 0%, 113 µM cGMP 100% | activation, % at 11.4 µM | actives 0.083% (n = 340,000) | AID 504707;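 active = percent activation above the mean of all tested compounds plus 3 SD, cut at about 19% in these data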;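 also: higher means more PKAc released from R1A so a rise in polarization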
OPRM1-OPRD1 inv = inverse agonist of human OPRM1-OPRD1 heterodimerization; P35372+P41143; cell-based MOR-DOR heterodimer luminescence, inverse agonism; inhibition, % at 9.3 µM; actives 0.21% (n = 340,000); in the data active = inhibition above about 22%, passing the limit was not always enough;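 also: 0% = cells with DMSO and 100% = wells without cells with DMSO; values of inactives mirror those of a sister screen read the other way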
AddAB inh = less growth of phage-infected E. coli with AddAB | E. coli expressing H. pylori AddAB, absorbance growth | actives 0.29% (n = 330,000) | inhibition, % at 11.9 µM; in the data active = inhibition above about 12%;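 also: 0% = vehicle wells of infected cells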
phage Ecoli inh = E. coli growth loss with phage present. inhibition, % at 11.9 µM. AID 651602. actives 0.26% (n = 360,000). growth absorbance; in the data active = inhibition above about 11%
Ecoli viability = counter-screen for AddAB inhibitors: E. coli growth inhibition. E. coli V3065 growth, OD600 absorbance, 18 h. inhibition, % at 11.9 µM. AID 449728. actives 0.27% (n = 330,000);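 active = inhibition above the campaign's mean inhibition across all tested compounds plus 3 SD, cut at about 9.9% in these data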;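 also: uninfected addAB+ strain grown without phage in ampicillin broth; 0% = DMSO wells and 100% = ciprofloxacin 0.95 µg/ml wells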
DSG3 Ab inh = blocks pemphigus antibody binding to human desmoglein-3; P32926; binding (percent of control), % at 10 µM; AID 588358; actives 0.48% (n = 310,000); DSG3-coupled beads, scFv-anti-DSG3-GFP binding, flow cytometry; stronger effect = lower value;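 active = binding more than 3 SD below its plate's average and above zero; inconclusive = below that plate limit but binding exactly zero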;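 also: hits lower antibody fragment binding to DSG3; some compounds called inactive have numbers as strong as hits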
Target sequence (P32926 whole entry, looked up, the tested form may be a part): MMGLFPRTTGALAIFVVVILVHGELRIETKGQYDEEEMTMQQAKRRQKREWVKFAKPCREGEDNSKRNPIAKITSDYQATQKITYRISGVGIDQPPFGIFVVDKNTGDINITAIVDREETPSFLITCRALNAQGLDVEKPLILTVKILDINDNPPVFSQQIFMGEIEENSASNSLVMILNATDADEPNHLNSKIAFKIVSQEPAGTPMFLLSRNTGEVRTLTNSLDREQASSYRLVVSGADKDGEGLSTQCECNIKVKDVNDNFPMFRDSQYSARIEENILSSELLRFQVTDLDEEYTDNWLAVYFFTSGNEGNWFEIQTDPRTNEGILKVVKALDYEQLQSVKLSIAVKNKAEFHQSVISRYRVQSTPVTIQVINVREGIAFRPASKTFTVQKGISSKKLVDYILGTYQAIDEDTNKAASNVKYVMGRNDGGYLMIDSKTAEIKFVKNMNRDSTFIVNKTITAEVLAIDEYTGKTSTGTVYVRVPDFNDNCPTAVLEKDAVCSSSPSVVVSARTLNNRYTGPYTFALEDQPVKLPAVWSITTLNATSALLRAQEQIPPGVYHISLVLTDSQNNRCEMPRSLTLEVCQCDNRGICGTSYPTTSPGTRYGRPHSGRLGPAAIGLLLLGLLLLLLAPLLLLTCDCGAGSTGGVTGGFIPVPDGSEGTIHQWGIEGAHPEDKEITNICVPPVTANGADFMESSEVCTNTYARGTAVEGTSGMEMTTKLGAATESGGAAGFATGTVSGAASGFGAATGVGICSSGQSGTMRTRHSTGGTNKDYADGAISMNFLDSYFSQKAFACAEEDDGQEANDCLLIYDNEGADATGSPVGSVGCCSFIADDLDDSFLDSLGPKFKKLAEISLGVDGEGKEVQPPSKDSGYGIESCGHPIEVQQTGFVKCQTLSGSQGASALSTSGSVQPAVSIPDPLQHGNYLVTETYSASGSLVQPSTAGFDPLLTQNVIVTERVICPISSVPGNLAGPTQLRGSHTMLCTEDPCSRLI
Starred values were filed as active, the others as inactive; ? = inconclusive; · = no result given.

| compound | Arr AP2 block | PfHsp90 set2 | MOR-DOR ag | SUMO Mot1 rescue | Tat export inh | PKA-R1A activ | OPRM1-OPRD1 inv | AddAB inh | phage Ecoli inh | Ecoli viability | DSG3 Ab inh |
| --- | --- | --- | --- | --- | --- | --- | --- | --- | --- | --- | --- |
| CC(Oc1ccccc1)c1ccnn1S(C)(=O)=O (centres undefined) | 12.2 | -18.7 | -1.6 | 4.0 | 1.1 | 3.2 | 8.8 | 1.8 | 1.4 | -1.2 | 55.9 |
| O=C1CN(c2ccccc2F)C(=O)CN1c1ccccc1F | 23.5 | 3.0 | -3.5 | 104.2 | 0.2 | -11.6 | 18.0 | 1.3 | 3.0 | -1.3 | 103.3 |
| O=C(NCc1cn2ccccc2n1)c1ccc(Br)o1 | -1.6 | 1.0 | 2.1 | -4.9 | 16.7 | -8.8 | -12.4 | 0.3 | 2.1 | 2.9 | 101.8 |
| COCCCNC(=O)CCCC(=O)NCCCOC | 3.4 | · | -0.1 | -26.3 | ? | -0.4 | 0.4 | 5.3 | 1.8 | -1.5 | · |
| COc1ccc(COc2cc(-c3cccc(OC)c3)nc3ccc(N)cc23)cc1 | -2.5 | 1.8 | -0.8 | 72.1 | -7.1 | -4.2 | 4.4 | 4.2 | 4.6 | 1.6 | 104.2 |
| CC(C)(C)c1nc2c(s1)CCc1onc(-c3ccc(Br)cc3)c1-2 | 8.6 | -2.9 | -0.7 | 15.8 | -1.2 | 13.6 | 3.0 | 0.3 | -0.6 | -0.7 | 101.8 |
| Nc1ncc2c(n1)-c1ccoc1CC2 | -12.3 | -6.5 | -1.2 | 366.3 | 4.5 | 0.4 | 5.6 | -0.1 | 0.0 | 0.7 | 105.2 |
| Cc1ccc([N+](=O)[O-])cc1NC(=S)NC(=O)c1ccco1 | -4.0 | -7.2 | 1.5 | -29.9 | -2.9 | -9.6 | -8.4 | 0.9 | 1.0 | 0.8 | 99.1 |
| Cc1cc(C(=O)NNc2ccc(F)cc2)no1 | 31.4 | 8.9 | -7.2 | 240.4 | 6.6 | -4.4 | 35.5* | -0.9 | 0.5 | 2.9 | · |
| O=[N+]([O-])c1ccc(S(=O)(=O)NCCN2CCOCC2)cc1 | -6.5 | 5.4 | -1.7 | -19.3 | -0.2 | 5.9 | 8.9 | 3.6 | 3.0 | -1.4 | 103.5 |
| COc1ccc([N+](=O)[O-])cc1NC(=O)c1cccs1 | -8.8 | 2.5 | -2.4 | 8.8 | -2.5 | -8.2 | 12.5 | 3.9 | 2.4 | -0.4 | 101.2 |
| CCOC(=O)CNS(=O)(=O)c1cc(-c2nnc(Nc3ccc4c(c3)OCO4)c3ccccc23)ccc1C | -2.5 | -6.4 | -2.8 | 7.6 | 3.0 | -9.9 | 17.1 | 0.1 | 0.3 | 0.3 | 103.8 |
| CCC(=O)Nc1ccc2c(c1)OCCO2 | 1.6 | · | 0.2 | 6.7 | -3.1 | 8.8 | -1.2 | 1.6 | 2.2 | 0.0 | 99.7 |
| O=C(O)C1C2C=CC(C2)C1C(=O)NCCCN1CCOCC1 (centres undefined) | 11.2 | -1.3 | -0.6 | 4.3 | -2.9 | -5.9 | 3.0 | -0.3 | 2.6 | -1.7 | 102.2 |
| O=C(O)C(Cc1ccccc1)N1C(=O)c2ccccc2C1=O (centres undefined) | -11.7 | · | -1.0 | 112.1 | -3.8 | -15.1 | 5.4 | 2.5 | -1.2 | 1.4 | 95.5 |
| CCn1cc(CNC(=O)NC2CCCCC2)c(C)n1 | -4.2 | 7.6 | -1.6 | -0.8 | -7.5 | -5.6 | 8.1 | 0.7 | 1.3 | 0.5 | 99.6 |
| CC1CC(C)CN(C(=O)c2cccc(N3C(=O)c4ccccc4C3=O)c2)C1 (centres undefined) | -3.2 | -3.4 | 0.8 | 2.8 | -7.6 | -6.6 | -3.1 | 1.1 | -0.2 | -0.5 | 110.6 |
| O=C1CCCC2=C1C(Cc1ccccc1)C1=C(CCCC1=O)O2 | -5.8 | 25.7 | -2.8 | 37.6 | 2.4 | -3.9 | 12.2 | 0.1 | 2.1 | -1.2 | 97.2 |
| Cc1noc(C)c1S(=O)(=O)N1CCC(C(=O)N2CCN(Cc3ccc4c(c3)OCO4)CC2)CC1 | -5.4 | -8.2 | -1.5 | 111.1 | 0.7 | -9.4 | 8.9 | 2.3 | 2.9 | -1.3 | 109.5 |
| O=C(CCN1CCc2ccccc2C1)c1ccc2c(c1)OCCO2 | 32.0 | -1.5 | 1.8 | 16.1 | -21.9 | -2.9 | -8.9 | 1.2 | · | -2.3 | · |
| CCCNC(=O)Cn1c(=O)oc2ccccc21 | 3.2 | 18.7 | -1.8 | 1.4 | 0.9 | 6.1 | 8.4 | 2.4 | 0.8 | -0.2 | 88.9 |
| O=C(O)c1cc(-c2cccs2)[nH]n1 | 5.9 | 26.0 | -5.5 | -7.7 | 17.5 | 8.1 | 25.9 | 3.9 | 4.0 | 1.1 | 107.8 |
| COC(=O)[C@H](Cc1ccccc1)NC(=O)NCCc1ccc(S(N)(=O)=O)cc1 | 13.6 | · | -0.6 | -11.6 | -3.6 | -7.4 | 3.2 | 2.8 | 0.0 | 0.6 | · |
| Cc1ccc(-c2ccnc3c(Br)c(C)nn23)cc1 | 49.3 | -13.3 | 6.1 | 113.6 | 4.6 | 8.7 | -28.9 | -0.7 | 0.2 | -1.5 | 95.9 |
| CCn1cc(S(=O)(=O)Nc2ncccn2)cn1 | 38.5 | -19.2 | -2.1 | -17.5 | -9.6 | 1.7 | 10.8 | 2.7 | 3.5 | -1.5 | 100.4 |
| CC1CC(C)CN(S(=O)(=O)c2ccc(NC(=O)C3CSC4(C)CCC(=O)N34)cc2)C1 (centres undefined) | -6.7 | -25.3 | -1.6 | -3.7 | 27.7 | -16.2 | 8.0 | 3.9 | 1.8 | -0.4 | 105.4 |
| O=S(=O)(c1cccc2nsnc12)N1CCc2ccccc2C1 | 8.1 | 7.1 | 0.1 | -5.0 | 0.7 | -16.1 | -0.8 | 0.4 | 3.6 | -2.1 | 106.5 |
| Cc1cc(C)cc(NS(=O)(=O)c2ccc(Oc3ncc(C(F)(F)F)cc3Cl)cc2)c1 | -7.5 | -69.5 | 5.2 | -8.7 | 7.4 | -10.2 | -32.4 | 1.3 | 4.1 | 1.8 | 104.8 |
| O=C(c1cc(-c2ccc(O)cc2)on1)N1CCN(c2ccc(F)cc2)CC1 | -1.2 | -11.5 | 4.4 | 2.6 | -9.2 | -0.8 | -25.9 | 0.6 | 2.6 | -0.6 | 113.8 |
| COc1cc2c(cc1OC)C(NC(=O)C(F)(F)F)C/C2=N\O (centres undefined) | -6.0 | 6.8 | -2.4 | 5.8 | -4.8 | 5.6 | 12.5 | 0.5 | 2.1 | 2.0 | 110.4 |
| COc1cccc(NC(=O)CN(C)C(=O)CC2CCCC2)c1 | -3.0 | -19.3 | -3.8 | · | -1.1 | -10.4 | 18.5 | · | 5.2 | · | 99.6 |
| C#Cc1ccc([C@@H]2C=C(C(=O)N3CCN(Cc4ccc5c(c4)OCO5)CC3)O[C@H](OCC)[C@H]2CCCO)cc1 | 1.2 | 3.5 | -1.4 | 14.4 | -3.2 | 7.2 | 7.8 | 1.4 | 2.7 | -1.8 | 95.6 |
| CCC1CCCCN1CCCNC(=O)c1cn(C)c2ccc(S(=O)(=O)N3CCOCC3)cc2c1=O (centres undefined) | 6.2 | 13.4 | -1.3 | -10.2 | 2.0 | -10.9 | 7.0 | -0.9 | 1.6 | -2.3 | 104.7 |
| O=C(O)CCCc1ccccc1 | 2.7 | 3.9 | -0.4 | -18.2 | -6.0 | -12.8 | 2.3 | -1.2 | 4.0 | 4.5 | · |
| O=C(COc1ccccc1)NCC(=O)N/N=C/c1ccc(Br)cc1 | 7.9 | 34.0 | -1.1 | 8.5 | 10.2 | 5.1 | 6.6 | 0.9 | 1.7 | 1.9 | 121.4 |
| Cc1ccsc1-c1n[nH]c(=S)n1CC(C)C | 25.1 | 4.8 | -2.1 | -0.8 | -1.6 | 1.1 | 10.8 | -0.3 | 1.8 | -0.4 | 103.3 |
| O=C(CNC(=O)COc1ccccc1)NCCc1ccccn1 | 30.1 | · | -2.4 | -3.7 | -2.1 | -4.6 | 11.8 | -0.9 | -2.5 | -0.8 | 116.4 |
| CC(Sc1nnc(-c2cccs2)n1Cc1ccccc1)C(=O)NCc1ccc2c(c1)OCO2 (centres undefined) | 14.2 | 26.3 | -2.0 | -8.8 | 0.6 | 0.7 | 11.5 | 2.3 | 3.3 | 2.4 | 90.5 |
| Cc1ccnc(NC(=O)c2cc([N+](=O)[O-])cc([N+](=O)[O-])c2)c1 | 5.2 | -41.9 | 10.3 | · | -6.3 | 3.5 | -47.6 | 1.2 | 3.8 | -0.6 | 94.3 |
| CCOC(=O)c1c(OCCO)noc1N | 23.3 | -18.5 | -0.9 | 8.3 | -7.1 | 9.7 | 5.4 | 0.7 | 0.6 | -2.0 | 101.5 |
| CCCNC(=O)Nc1ccc2c(c1)N(C)C(=O)c1ccccc1S2 | 22.4 | · | -2.8 | 2.0 | -10.7 | 4.5 | 13.8 | 2.1 | 0.9 | 1.5 | 85.2 |
| COC(=O)c1ccc(NCCC(=O)O)cc1 | 4.1 | -5.8 | -0.5 | -3.4 | 3.7 | -4.6 | 2.6 | -2.4 | 4.0 | -0.4 | 103.7 |
| O=C1CCCN1c1ccc(S(=O)(=O)NCCc2ccc(Cl)cc2)cc1 | 3.5 | -31.3 | -1.9 | 64.9 | 14.3 | -8.2 | 10.1 | -3.4 | · | -2.0 | 100.7 |
| COc1ccc(CC(=O)OCC(=O)Nc2cc(S(=O)(=O)N3CCOCC3)ccc2N2CCCC2)cc1 | 14.0 | 23.6 | -0.1 | -0.9 | 3.5 | -6.2 | 0.2 | 5.7 | 4.2 | -1.7 | 104.3 |
| CCN1CCN(Cc2coc3ccc(C)cc3c2=O)CC1 | -1.7 | -6.5 | -0.2 | 17.0 | 0.4 | -5.9 | 1.0 | -1.4 | 2.6 | -1.1 | 100.8 |
| O=C(CN1CCN(CC(=O)Nc2ccc3c(c2)OC2(CCCCC2)O3)CC1)Nc1cccc(F)c1 | 19.9 | -6.6 | 0.3 | · | 1.1 | -4.1 | -1.1 | · | 3.9 | · | 106.2 |
| CCOc1ccc(C(=O)NCC(=O)NC(C)c2ccc(-n3ccnc3)cc2)cc1OCC (centres undefined) | -4.8 | -11.4 | -3.2 | -12.0 | 2.2 | -11.7 | 17.3 | 1.0 | -0.4 | -3.5 | 100.9 |
| Cc1ccc(C2=NS(=O)(=O)N(C)C(C(=O)NCc3ccccc3)=C2)cc1 | 0.0 | 2.9 | -0.6 | -8.1 | 8.4 | -8.1 | 3.4 | -0.8 | 2.0 | -0.9 | 97.8 |

This is a random part of the collection; any-hit rate near 2.8%.
